# Source: PubChem (Broad Institute)
# RAD54 branch: inhibitors of human RAD54 branch migration, primary screen, biochemical, fluorescence, single point. DNA repair and recombination protein RAD54-like (Homo sapiens), Q92698. RAD54 Holliday junction branch migration, FAM/BHQ fluorescence. inhibition, % at 10.4 µM. 0.14% of 360,000 active. AID 602329, 2012;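 active means mean normalized replicate activity at least 40 and at least half of replicates scoring 40 or more; inconclusive means only one of the two criteria met; inactive means mean below 40 and under half of replicates reaching 40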;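 further: 0% = median of neutral control wells and 100% = median of positive control wells; inhibitors cause a drop in the FAM fluorescence signal; in these data hits start at about 50%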
# ERp5 inh: inhibitors of ERp5-driven insulin aggregation, primary screen, biochemical, turbidity, absorbance 650 nm, single point. 90 min. inhibition, % at 9.99 µM. 0.05% of 350,000 active. Protein disulfide-isomerase A6 (Homo sapiens), Q15084;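 active means mean replicate inhibition above about 25%, with every replicate also reaching it, limit read from the data, passing the limit was not always enough; inconclusive means only one of those two criteria met; inactive means neither criterion met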
# Target sequence (Q15084 whole entry, looked up): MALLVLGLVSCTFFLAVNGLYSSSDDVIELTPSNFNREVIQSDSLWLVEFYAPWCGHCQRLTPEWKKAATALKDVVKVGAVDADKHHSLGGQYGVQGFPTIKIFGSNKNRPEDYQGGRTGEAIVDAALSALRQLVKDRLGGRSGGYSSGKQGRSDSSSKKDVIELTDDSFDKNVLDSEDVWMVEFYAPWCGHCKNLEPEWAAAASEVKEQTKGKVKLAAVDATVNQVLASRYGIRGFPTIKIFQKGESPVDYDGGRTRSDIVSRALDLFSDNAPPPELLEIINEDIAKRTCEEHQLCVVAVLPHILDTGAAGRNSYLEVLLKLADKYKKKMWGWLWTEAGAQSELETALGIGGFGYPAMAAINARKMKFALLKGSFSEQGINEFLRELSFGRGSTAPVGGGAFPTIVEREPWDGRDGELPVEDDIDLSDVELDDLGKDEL
# ARNT TACC3 PPI: disruptors of ARNT/TACC3 protein interaction, primary screen, biochemical, AlphaScreen, single concentration. AlphaScreen His-ARNT PAS-B/GST-TACC3 binding, luminescence; TACC3 fragment carries E629A point mutation. 0.66% of 390,000 active. Transforming acidic coiled-coil-containing protein 3 (Homo sapiens), Q9Y6A5. inhibition, % at 9.99 µM;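 active means mean inhibition of replicates at least 50% and at least half of replicates each reaching 50%; inconclusive means half or more replicates reach 50% but mean below 50%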;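 further: 0% = complete ARNT plus TACC3 wells and 100% = ARNT alone without TACC3; many hits fall short of the cut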
# RAD52 anneal inh: RAD52 DNA annealing inhibitors, primary screen, biochemical, FRET, single point, set 2; recombinant RAD52 DNA annealing, FRET fluorescence; inhibition, % at 18.7 µM; 0.46% of 360,000 active;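 active means every replicate showing at least 50% inhibition; inconclusive means mean inhibition at least 50% but not in every replicate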
# Target sequence (P43351 whole entry, looked up): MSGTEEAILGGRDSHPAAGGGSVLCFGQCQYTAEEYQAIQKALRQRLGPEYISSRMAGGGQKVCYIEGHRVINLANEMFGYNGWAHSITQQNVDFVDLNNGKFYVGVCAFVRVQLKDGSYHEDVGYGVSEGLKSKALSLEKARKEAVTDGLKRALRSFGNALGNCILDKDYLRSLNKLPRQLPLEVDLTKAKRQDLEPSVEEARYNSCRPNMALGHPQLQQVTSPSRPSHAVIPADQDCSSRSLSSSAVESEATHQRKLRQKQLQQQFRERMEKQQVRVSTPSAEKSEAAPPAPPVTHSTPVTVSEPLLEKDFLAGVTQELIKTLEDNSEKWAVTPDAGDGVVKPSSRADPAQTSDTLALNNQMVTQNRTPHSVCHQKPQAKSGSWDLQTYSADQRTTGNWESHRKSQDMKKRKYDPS
# esBAF inh: Bmi1 luciferase reporter increase in mESCs, primary screen, esBAF inhibitor project, mouse ES cells, Bmi1 luciferase knock-in, single point. 24 h; 100% = twice the neutral-well signal. reporter increase, % at 12.5 µM. 2% of 350,000 active; in the data active means activation above about 40%; inconclusive means no clear call, values can overlap the other calls;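 further: 0% = median of the plate's neutral control wells and 100% = double that signal; a rise in the Bmi1 reporter signal indicates esBAF inhibition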
# CASP6 VEID inh: human caspase-6 inhibitors, primary screen, biochemical, VEID-R110 fluorescence, single point, set 2; purified caspase-6, Z-VEID-R110 cleavage fluorescence; 0.53% of 350,000 active; inhibition, % at 12.5 µM; P55212;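 active means mean inhibition across replicates at least about 35%, with every replicate also reaching that limit, limit read from the data; inconclusive means only one of the two criteria met; inactive means neither criterion met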;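 further: 0% = median of neutral control wells and 100% = no fluorescence left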
# E-selectin induc: E-selectin induction in HUVECs, primary screen, imaging, HUVEC, immunofluorescence imaging, single point. 0.37% of 260,000 active. normalized: neutral wells 0, TNF-alpha wells 100. AID 686992, 2013. activation, % at 7.58 µM;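 active means mean E-selectin-positive cell signal at least 10% of the positive control, reached in at least 60% of replicates, without over 20% cell loss; inconclusive means no rule given, readout overlaps actives, possibly toxicity-flagged; inactive means the rest, including those meeting only one limit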;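 further: in these data hits start at about 27%; measured in HUVEC primary endothelial cells; signal is the percent of cells scored E-selectin positive by PE staining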
#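 assay system = HUVEC, human umbilical vein endothelial cells | input = 3,000 HUVEC seeded per well | medium = EGM-2 growth medium on 0.1% gelatin-coated wells | dosing = one compound dose added by pin transfer | signal = immunofluorescence imaging | read-out basis = % PE-positive cells | control set = TNF-alpha, DMSO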
# PglD DTNB: C. jejuni PglD acetyltransferase inhibitors, primary screen, biochemical, DTNB colorimetric, single point. UDP-N-acetylbacillosamine N-acetyltransferase PglD (Campylobacter jejuni). purified PglD enzyme, DTNB colorimetric CoA detection. inhibition, % at 12.5 µM. AID 602405, 2012. 0.098% of 360,000 active; in the data active means inhibition above about 16%, passing the limit was not always enough; inconclusive means no clear call, values can overlap the other calls; further: strong numbers were not always called active
# * = called active by the depositor; ? = inconclusive; / = not tested or not shown.
SMILES,RAD54 branch,ERp5 inh,ARNT TACC3 PPI,RAD52 anneal inh,esBAF inh,CASP6 VEID inh,E-selectin induc,PglD DTNB
CCOC(=O)c1c(NC(=S)N2CCN(C)CC2)sc(C)c1-c1ccccc1,-12.9,4.3,1.3,-5.2,3.8,0.1,-0.8,4.4
CC1(C(=O)NS(=O)(=O)c2ccc(Cl)cc2)CCN1C(=O)c1ccccc1 (centres undefined),-2.8,9.0,/,-8.9,-2.2,-0.6,-0.1,-1.6
Cc1noc(C)c1S(=O)(=O)Nc1ccc2c(c1)C(=O)N([C@H](C)CO)C[C@@H](C)[C@H](CN(C)Cc1ccc3c(c1)OCO3)O2,-3.8,0.6,1.7,8.5,-1.9,-0.4,26.1*,0.2
COc1cccc(-n2c(=O)n(Cc3ccccc3)c(=O)c3[nH]cnc32)c1,/,5.6,-3.4,-4.1,-0.6,8.8,-0.2,/
CC(C)NC(=O)NC(=O)CN1C(=O)NC(Cc2c[nH]c3ccccc23)C1=O (centres undefined),-0.7,7.9,-7.0,11.9,2.3,3.1,-1.2,-3.1
c1ccc(CN=C2Nc3ccccc3CS2)nc1,/,3.1,4.3,-15.9,/,-2.4,/,/
NS(=O)(=O)c1ccc(NC(=O)CSc2nnc(C3CC3)n2C2CC2)cc1,/,-15.2,/,1.7,-4.8,1.6,/,/
CC(=O)c1c(C)[nH]c(C(=O)OCC(=O)Nc2ccc(Cl)c(S(=O)(=O)N(C)C)c2)c1C,/,?,-4.0,-21.7,9.0,0.4,/,/
CC(C)NC(=O)N(C)C[C@H]1OCCCC[C@H](C)Oc2ccc(NS(=O)(=O)c3ccc(F)cc3)cc2C(=O)N([C@@H](C)CO)C[C@H]1C,2.8,0.0,-2.5,9.3,-4.1,3.0,0.0,-4.2
COc1c(C(O)CC(C)C)ccc2c1C(=O)OCc1cc(C)cc(O)c1O2 (centres undefined),-6.1,10.8,-1.3,-29.1,4.9,1.1,/,0.1
CC1=C(C(=O)Nc2ccc(CC(=O)NCc3ccccc3C)cc2)SCCO1,-9.0,15.7,1.8,-14.9,49.0*,3.9,-2.1,-5.4
Cc1nc2ccccc2n1CC(=O)NCCN1CCOCC1,-5.8,1.8,-0.5,-2.5,-2.0,1.7,/,1.1
COCCN(C(=O)COC(=O)CCCc1c[nH]c2ccccc12)c1c(N)n(Cc2ccccc2)c(=O)[nH]c1=O,-1.9,3.8,1.1,-16.8,2.4,1.2,/,-0.9
CCCCn1c(SCc2nnc(-c3ccccc3)o2)nc2c1c(=O)n(C)c(=O)n2C,1.2,/,7.5,/,29.2,/,/,-6.7
CC(=O)Nc1cccc(C(=O)Oc2cccc(C)c2)c1O,-0.1,/,4.8,/,-6.3,/,/,1.3
CCOC(=O)CN1C2=NCCCN2c2ccccc21,/,-3.0,/,0.1,-8.2,1.6,/,/
COC(=O)C[C@@H]1CC[C@H](NS(=O)(=O)c2ccc(OC)cc2)[C@@H](CO)O1,-6.1,3.6,24.0,15.8,-3.3,0.2,0.0,2.7
CC(C)(C)c1ccc(C2CC2C(=O)N/N=C\c2cc3ccccc3nc2Cl)cc1 (centres undefined),5.9,/,-14.8,/,-0.3,/,/,-9.7
COc1ccc(C(=O)Nc2ccc3ccccc3c2)cc1,2.4,2.8,-12.0,7.3,-47.9,0.9,-0.1,1.3
COc1ccc(CN(C)C[C@H]2Oc3c(NC(=O)C4CC4)cccc3C(=O)N([C@H](C)CO)C[C@@H]2C)cc1,-8.3,1.5,3.7,25.6,-2.6,2.0,0.0,1.1
CO[C@@H]1CN(C)C(=O)c2cc(NC(=O)c3ccc4c(c3)OCO4)ccc2OC[C@@H](C)NC[C@@H]1C,-1.4,1.2,-2.9,-1.2,-5.2,0.1,8.8,1.9
FC(F)(F)c1ccc(Cl)c(-n2c(-c3cc(-c4ccco4)[nH]n3)n[nH]c2=S)c1,6.5,-1.8,4.0,-20.0,/,69.1*,/,7.8
CCOC(=O)N1CCC(NC(=O)c2cccs2)CC1,/,-3.1,-2.3,-9.8,/,-0.9,2.0,/
CCCOc1ccc(C(=O)NC(=S)NNC(=O)c2c(-c3ccccc3)noc2C)cc1,1.5,-6.0,4.3,-8.5,/,0.0,/,5.5
CC1CCC2(CC1)NC(=O)N(CC(=O)Nc1sc3c(c1C(N)=O)CCC3)C2=O (centres undefined),/,0.7,-22.7,-69.1,/,42.2*,/,/
C[C@H]1CN([C@@H](C)CO)C(=O)c2ccccc2-c2ccccc2CO[C@H]1CN(C)C,4.7,-2.6,-2.2,12.4,-0.3,0.5,-0.3,0.9
COc1ccc(S(=O)(=O)N(C)C[C@H]2Oc3ccc(NC(=O)Cn4cnnn4)cc3C(=O)N([C@H](C)CO)C[C@H]2C)cc1,0.6,-4.0,-3.2,-8.7,1.6,4.7,9.5,0.4
CCN1C(=O)c2cccc3c(S(=O)(=O)N(C(C)=O)c4ccc(OC(C)=O)cc4)ccc1c23,-3.2,-9.5,-8.7,-12.8,-1.6,1.3,-1.4,-1.2
c1ccc(C2CCC(N3CCN(c4ccccc4)CC3)CC2)cc1 (centres undefined),-14.6,/,-3.0,/,-2.3,/,/,-2.7
CNC(=O)c1cccc2cccc(Sc3ccccc3C(=O)O)c12,/,2.6,1.0,-7.7,/,-0.7,-0.2,/
COc1ccc(CN(C)C[C@H]2Oc3c(NS(=O)(=O)c4ccc(C)cc4)cccc3C(=O)N([C@@H](C)CO)C[C@@H]2C)cc1,-10.7,-4.1,4.5,0.0,-2.0,5.0,0.3,-0.1
COc1ccc(/C=N/Nc2nc(C(=O)O)cs2)cc1,-10.9,4.8,45.3*,-14.1,10.6,33.6,-0.1,0.2
COC(=O)c1ccccc1NC(=O)CSc1n[nH]c(-c2ccco2)n1,13.2,-0.7,-3.6,-21.6,0.7,5.2,/,1.8
CCOC(=O)Cc1csc(NC(=O)Cc2ccc(Cl)cc2)n1,/,3.4,-10.5,-0.8,/,-1.3,/,/
CC(=O)c1ccc(N2CCN(C(=O)C3CCCN(S(=O)(=O)c4cnc[nH]4)C3)CC2)cc1 (centres undefined),1.6,/,-3.2,/,32.0,/,/,-6.6
CCCC[C@H](CN[C@@H](CNC)[C@H](C)CC)NCCC12CCC(CC1)C2,7.2,-3.2,-0.4,4.3,-46.9,-6.6,-0.2,-0.7
O=C(NNc1ncnc2c1cnn2-c1ccccc1)c1cccs1,/,3.8,10.3,-1.3,/,0.1,-1.7,/
CCOc1ccc2[nH]cc(C(=O)NCCCN3CCOCC3)c(=O)c2c1,12.5,5.1,-0.8,1.3,-13.8,2.0,-0.6,-2.0
Cc1onc(-c2ccccc2)c1C(=O)N1CCN(Cc2ccc3c(c2)OCO3)CC1,-8.0,3.0,-1.4,-10.4,2.8,-3.1,0.0,5.3
Cc1ccc(S(=O)(=O)N2CCCCC2)cc1C(=O)NC1CCCCC1,4.5,4.6,/,-15.2,2.1,-1.5,/,-1.3

# In the list so far, these contain an NH in an aromatic ring.
SMILES,RAD54 branch,ERp5 inh,ARNT TACC3 PPI,RAD52 anneal inh,esBAF inh,CASP6 VEID inh,E-selectin induc,PglD DTNB
COc1cccc(-n2c(=O)n(Cc3ccccc3)c(=O)c3[nH]cnc32)c1,/,5.6,-3.4,-4.1,-0.6,8.8,-0.2,/
CC(C)NC(=O)NC(=O)CN1C(=O)NC(Cc2c[nH]c3ccccc23)C1=O (centres undefined),-0.7,7.9,-7.0,11.9,2.3,3.1,-1.2,-3.1
CC(=O)c1c(C)[nH]c(C(=O)OCC(=O)Nc2ccc(Cl)c(S(=O)(=O)N(C)C)c2)c1C,/,?,-4.0,-21.7,9.0,0.4,/,/
COCCN(C(=O)COC(=O)CCCc1c[nH]c2ccccc12)c1c(N)n(Cc2ccccc2)c(=O)[nH]c1=O,-1.9,3.8,1.1,-16.8,2.4,1.2,/,-0.9
FC(F)(F)c1ccc(Cl)c(-n2c(-c3cc(-c4ccco4)[nH]n3)n[nH]c2=S)c1,6.5,-1.8,4.0,-20.0,/,69.1*,/,7.8
COC(=O)c1ccccc1NC(=O)CSc1n[nH]c(-c2ccco2)n1,13.2,-0.7,-3.6,-21.6,0.7,5.2,/,1.8
CC(=O)c1ccc(N2CCN(C(=O)C3CCCN(S(=O)(=O)c4cnc[nH]4)C3)CC2)cc1 (centres undefined),1.6,/,-3.2,/,32.0,/,/,-6.6
CCOc1ccc2[nH]cc(C(=O)NCCCN3CCOCC3)c(=O)c2c1,12.5,5.1,-0.8,1.3,-13.8,2.0,-0.6,-2.0

# Next part.
SMILES,RAD54 branch,ERp5 inh,ARNT TACC3 PPI,RAD52 anneal inh,esBAF inh,CASP6 VEID inh,E-selectin induc,PglD DTNB
CCCc1cc(-c2ccc(O)c(OCC)c2)c(C#N)c(N)n1,6.8,/,21.5,/,0.6,/,/,-2.4
CC1CN(S(=O)(=O)c2ccc(F)cc2)C(C)N1C(=O)N1CCOCC1 (centres undefined),-0.3,-0.5,/,-7.6,1.3,2.5,26.3*,3.9
COCCCNC(=O)c1ccc(C2SCC(=O)N2Cc2ccco2)cc1 (centres undefined),/,3.6,0.5,9.9,/,-1.1,-1.4,/
CCCNC(=O)N(C)C[C@@H]1Oc2cc(C#CCC(C)C)ccc2S(=O)(=O)N([C@@H](C)CO)C[C@H]1C,-13.6,-1.6,-0.2,18.3,-6.3,0.5,0.2,0.1
O=C(C[C@@H]1CC[C@H](NC(=O)Nc2ccc3c(c2)OCO3)[C@@H](CO)O1)NCc1ccc(Cl)cc1,-2.3,2.9,7.3,-5.0,1.2,-0.2,3.2,0.6
COc1ccc(-c2cc(NC=O)c3ncc(-c4cccc(C(F)(F)F)c4)n3c2)cc1OC,-15.3,-2.4,/,-27.8,0.0,1.7,-0.2,-2.6
CCC(=O)N(CC1CCC1)C[C@H]1[C@H](c2ccccc2)[C@@H](CO)N1C(C)=O,-0.7,4.0,2.6,-14.6,4.8,1.8,1.4,1.6
Cc1ccc(-n2c(=O)c3sccc3n(CC(=O)NC3CCCC3)c2=O)cc1,7.3,0.2,-0.2,-9.5,1.4,/,-0.1,-4.6
CCOc1cc(C(=O)Nc2cc(C)ccc2C)ccc1OCC(=O)N1CCCCC1,5.2,/,25.9,/,/,/,-0.1,-2.8
CCOC(=O)c1ccc(S(=O)(=O)N2CCN(C)CC2)cc1,-3.3,/,18.4,/,-6.2,/,/,-1.5
O=C(CCCCCCCC(=O)N1CCCC1)N1CCCC1,1.7,-2.8,-3.5,-6.9,1.8,2.9,0.0,6.0
Cc1c(NC(=O)COC(=O)CCc2c[nH]c3ccccc23)c(=O)n(-c2ccccc2)n1C,-13.0,-4.4,-4.1,5.9,-3.4,-80.2,/,-0.3
CCCCNCC1CCCO1 (centres undefined),-0.8,-2.0,-3.4,-14.0,5.4,-3.0,0.1,-8.2
